VHR inh abs: DUSP3 (human) phosphatase inhibition; P51452; inhibition, % at 13.3 µM; 290,000 compounds, 0.52% hits; recombinant VHR phosphatase, pNPP absorbance; in the data active = inhibition above about 50%; note: some compounds called inactive have numbers as strong as hits
Target sequence (P51452 whole entry, looked up): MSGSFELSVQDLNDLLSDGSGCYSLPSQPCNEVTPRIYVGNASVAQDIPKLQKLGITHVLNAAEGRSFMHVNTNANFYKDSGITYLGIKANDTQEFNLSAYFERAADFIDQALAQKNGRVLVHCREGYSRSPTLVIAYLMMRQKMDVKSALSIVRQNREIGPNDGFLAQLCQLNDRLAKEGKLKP
PriA SSB inh: K. pneumoniae PriA-SSBct interaction inhibition; AlphaScreen SSBct-PriA binding, biotinylated peptide; inhibition, % at 33 µM; 430,000 compounds, 0.6% hits; AID 1272365; in the data active = inhibition mostly above about 37%, no sharp cut-off; inactive = mostly below about 20%;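 note: plate controls were negative control peptide for no effect and reference peptide for full effect; strong numbers were not always called active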
Anthrax LF inh2: inhibitors of Bacillus anthracis lethal factor protease. multiplex microsphere protease cleavage assay, LF. AID 588501. inhibition, % at 10 µM. 360,000 compounds, 0.12% hits; in the data active = inhibition above about 30%; note: plate controls were buffer without enzyme for full effect and enzyme alone for no effect
TcdB inh: blocks C. difficile toxin B glycohydrolase activity; P18177; TcdB glycohydrolase enzymatic assay, plate reader; inhibition, % at 9.99 µM; 350,000 compounds, 0.24% hits; AID 652162; in the data active = inhibition above about 10%
MazEF act: activators of E. coli MazEF toxin-antitoxin RNase; FAM/BHQ RNA-DNA oligo cleavage fluorescence, 5 h; activation, % at 20 µM; P0AE70; 350,000 compounds, 0.32% hits; in the data active = activation above about 50%
Target sequence (P0AE70 whole entry, looked up): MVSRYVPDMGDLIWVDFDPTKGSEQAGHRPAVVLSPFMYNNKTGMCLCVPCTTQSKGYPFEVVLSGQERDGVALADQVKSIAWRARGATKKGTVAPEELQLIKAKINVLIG
BH1578 lux ind: inducers of Vibrio cholerae quorum light production without autoinducers | V. cholerae BH1578 lux reporter, luminescence, 6 h | activation, % at 18.7 µM | 350,000 compounds, 0.16% hits | AID 588436; in the data active = activation mostly above about 9.7%, no sharp cut-off; note: not every result past the cut was called active; inactives centre near 0; reference of the scale not given here
PfHsp40 yeast: restores yeast growth despite PfHsp40 toxicity; growth rescue, % at 12.5 µM; 340,000 compounds, 0.68% hits; S. cerevisiae expressing PfHsp40, growth rescue, ATP luminescence; AID 504582; in the data active = growth rescue above about 28%, passing the limit was not always enough;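 note: yeast W303a lacking pdr1 and pdr3 grown in galactose medium; growth measured after three days at 30 °C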
Rv3671c inh: inhibits the M. tuberculosis serine protease Rv3671c | inhibition, % at 5.96 µM | 320,000 compounds, 0.048% hits; in the data active = inhibition above about 38%;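 note: extracellular domain of Rv3671c used as enzyme; 0% = enzyme with DMSO and 100% = no enzyme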
Target sequence (P9WHR9 whole entry, looked up, the tested form may be a part): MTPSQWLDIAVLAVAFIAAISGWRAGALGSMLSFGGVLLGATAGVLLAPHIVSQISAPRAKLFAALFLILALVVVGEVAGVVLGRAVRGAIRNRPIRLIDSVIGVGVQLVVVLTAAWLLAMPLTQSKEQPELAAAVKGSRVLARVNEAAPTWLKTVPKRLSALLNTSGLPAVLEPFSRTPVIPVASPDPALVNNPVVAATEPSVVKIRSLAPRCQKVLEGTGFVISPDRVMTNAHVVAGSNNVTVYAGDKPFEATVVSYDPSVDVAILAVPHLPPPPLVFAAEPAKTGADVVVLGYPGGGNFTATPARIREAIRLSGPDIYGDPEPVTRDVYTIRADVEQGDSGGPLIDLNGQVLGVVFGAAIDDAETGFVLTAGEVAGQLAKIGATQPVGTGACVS
SARS 3CLpro inh: SARS-CoV 3CLpro protease inhibition; P0C6X7; recombinant SARS-CoV 3CLpro, quenched FRET peptide cleavage; inhibition, % at 6 µM; 290,000 compounds, 0.14% hits; in the data active = inhibition above about 12%
Yp Topo-I inh: Y. pestis Topo-I inhibition via cleavage products; activity, % at 10 µM; Y. pestis Topo-I cleavage product accumulation, plate reader; 360,000 compounds, 0.064% hits; in the data active = activity above about 50%, passing the limit was not always enough; note: inactives centre near 2
Starred values were filed as active, the others as inactive; i = inactive; · = no result given; & = joins results of further samples. The list is partial (hit frequency here may not be typical).

Molecule,VHR inh abs,PriA SSB inh,Anthrax LF inh2,TcdB inh,MazEF act,BH1578 lux ind,PfHsp40 yeast,Rv3671c inh,SARS 3CLpro inh,Yp Topo-I inh
CCC(Sc1nnnn1-c1ccccc1)C(=O)Nc1nc2ccccc2s1 (stereo unspecified),40,-3,-4,·,8,·,-0.1,-20,4,0
CC1CCc2[nH]c3ccc(C(=O)Nc4ccc(C(=O)N(C)C)cc4)cc3c2C1 (stereo unspecified),5,-8,-2,-0.6,24,i,-0.8,-2,-4,1
Cc1ccc(S(=O)(=O)c2nc(S(=O)(=O)c3ccccc3)sc2N2CCN(CCO)CC2)cc1,14,3,-2,0.2,3,i,0.5,-4,-2,30
COc1ccc(OC)c(S(=O)(=O)N2CCCC(C(=O)N3CCCCCC3)C2)c1 (stereo unspecified),13,-17,0,1.4,6,-2.9,0.4,-4,-4,10
CCOC(=O)C1=C(O)C(=O)N(c2ccc(S(N)(=O)=O)cc2)C1c1cccc([N+](=O)[O-])c1 (stereo unspecified),24,-2,7,0.1,5,-0.1,-0.7,3,-3,-7
O=C(Cc1ccc(Cl)cc1)Nc1ccccc1CO,14,-3,-6,·,-2,i,-0.3,1,1,-2
O=C(O)CP(=O)(O)O,16,-5,1,-0.2,2,11,-0.9,-10,-2,-6
Cc1cccc(NC(=O)CCC(=O)Nc2nnc(C3CCCCC3)s2)c1,-5,-13,0,0.8,4,-3.4,-2.3,-8,5,1
CCCSc1nc2cc(S(=O)(=O)N3CCOCC3)ccc2n1CC,5,-7,-3,-0.3,3,i,-0.5,-1,6,7
CCOC(=O)c1ccc(N2Cc3ccccc3C2)cc1O,-22,-18,5,1.3,3,i,0.1,-29,2,1
COc1ccc(CNC(=O)CN2CCC(NC(=O)c3ccc(OC)cc3)CC2)cc1,-2,-3,-1,-1.1,-5,0.2,0.3,·,2,-2
O=C(CN1CCC(n2nnc3cc(F)ccc32)CC1)NCCc1ccccc1,53*,-4,0,·,6,-0.4,-0.2,0,0,7

Rewritten with two lines to a compound: entries from further up
Each structure is followed by: VHR inh abs	PriA SSB inh	Anthrax LF inh2	TcdB inh	MazEF act	BH1578 lux ind	PfHsp40 yeast	Rv3671c inh	SARS 3CLpro inh	Yp Topo-I inh
> COc1ccc(CNC(=O)CN2CCC(NC(=O)c3ccc(OC)cc3)CC2)cc1
    -2	-3	-1	-1.1	-5	0.2	0.3	·	2	-2
> O=C(CN1CCC(n2nnc3cc(F)ccc32)CC1)NCCc1ccccc1
    53*	-4	0	·	6	-0.4	-0.2	0	0	7

The list goes on.
Molecule,VHR inh abs,PriA SSB inh,Anthrax LF inh2,TcdB inh,MazEF act,BH1578 lux ind,PfHsp40 yeast,Rv3671c inh,SARS 3CLpro inh,Yp Topo-I inh
CC(C#N)N1CCN(S(=O)(=O)c2ccc3c(c2)CCC3)CC1 (stereo unspecified),·,-7,0,-0.1,0,i,0.7,4,·,4
O=C(CCCn1c(=S)[nH]c2ccccc2c1=O)N1CCCCC1,9,-26,-6,·,8,·,-0.4,3,4,-6
O=C(CSc1nc(O)cc(=O)[nH]1)N1c2ccccc2Sc2ccccc21,22,-4,-5,-0.2,0,i,-0.8,-12,0,5
Cc1cc(-c2nnc(CCC(=O)N3CCN(Cc4cccnc4)CC3)o2)c(C)o1,29,-5,0,-2.3,4,-0.3,-1.3,1,-2,16
CCN(CC)S(=O)(=O)c1cccc(NC(=O)c2ccc(C#N)cc2)c1,15,-12,-4,6.1,7,i,-2.0,-6,-4,-2
Cc1cc(NC(=O)c2ccc3nc(-c4ccccc4)c(-c4ccccc4)nc3c2)no1,2,-12,1,·,-10,i,0.5,-4,0,-4
COc1ccc(-c2csc(N3CCC(c4ccccc4)C3)n2)cc1 (stereo unspecified),10,-7,-8,·,1,i,0.1,4,5,22
Nc1nc(CCl)nc(Nc2cccc3ccccc23)n1,1,-5,·,1.2,-4,-0.6,·,-2,-4,3
O=C(CSc1nc2c(c(=O)[nH]1)CN(Cc1ccc(F)cc1)CC2)Nc1ccc(F)cc1,4,-5,0,1.4,-1,-3.6,0.4,-10,-2,3
Cc1cccc(OCc2nnc(SCc3cc(=O)n4cc(Br)ccc4n3)o2)c1,6,-22,-1,·,1,i,2.7,-11,·,6
Cc1ccc(S(=O)(=O)N2CCN(C3CC(=O)N(c4ccc(F)cc4)C3=O)CC2)cc1C (stereo unspecified),·,-5,-3,2.6,-3,-5.9,-0.6,3,·,23
COc1ccc(-c2noc(-c3ccccc3F)n2)cc1,11,104*,-7,0.5,-28,-0.2,5.9,2,1,7

(list continues)
Molecule,VHR inh abs,PriA SSB inh,Anthrax LF inh2,TcdB inh,MazEF act,BH1578 lux ind,PfHsp40 yeast,Rv3671c inh,SARS 3CLpro inh,Yp Topo-I inh
CCC(C)[C@H](NS(=O)(=O)c1ccc(C)cc1)C(=O)N1CCC(C(=O)N[C@H](C(=O)O)c2ccccc2)CC1 (stereo partly specified),4,-6,1,2.4,-6,-0.5,-0.7,-10,-2,2
COCCN(C(=O)COC(=O)c1c(NC(C)=O)sc(C)c1C)c1c(N)n(Cc2ccccc2)c(=O)[nH]c1=O,·,-17,2,1.3,0,5.1,12,0,·,23
Cc1nc(N2CCOCC2)nc(N2CCCC2)c1[N+](=O)[O-],-7,7,-1,·,-1,-0.2,-0.4,-9,-2,6
Cc1nn(-c2ccc(C(=O)O)cc2)c2c1C(=O)CC(C)(C)C2,29,-1,9,-4.8,8,-0.2,0.7,-7,1,6
COCCNC(=O)c1cccc2c1-c1ccccc1C2=O,10,-1,17,0.3,9,-0.6,-1.6,6,-3,3
Cc1ccccc1C(=O)Nc1ccnn1C1CCN(CCCc2ccccc2)CC1,23,1,4,1.1,5,i,2.7,·,-5,-4
CCC(Sc1nnnn1-c1ccccc1)C(=O)NC(C)c1ccccc1 (stereo unspecified),0,-13,-2,3.3,-7,i,0.3,-1,4,2
CC(C)(C)c1ccc(OCC(=O)Nc2ccc(C(=O)Nc3ccccc3C(=O)O)cc2)cc1,10,-2,5,0.3,-3,-0.5,-0.4,-48,0,6
CCOC(=O)C1(Cc2ccccc2Cl)CCN(S(=O)(=O)N(C)C)CC1,25,-28,0,2.0,0,-0.3,-0.6,3,9,17
O=C(CN(Cc1ccco1)C(=O)c1cc(=O)[nH]c2ccccc12)Nc1ccccc1Br,13,12,1,·,3,·,3.5,2,2,10
CCN(CC)S(=O)(=O)c1ccc2[nH]cc(C(=O)NCCN3CCCCCC3)c(=O)c2c1,14,12,0,·,10,2.5,0.6,-1,-2,-11
NC(=O)c1ccc(-c2noc(-c3ccccc3F)n2)cc1,·,14,-9,-0.2,-4,-10,-0.8,-13,·,0

The results go on.
Molecule,VHR inh abs,PriA SSB inh,Anthrax LF inh2,TcdB inh,MazEF act,BH1578 lux ind,PfHsp40 yeast,Rv3671c inh,SARS 3CLpro inh,Yp Topo-I inh
Cc1noc(C)c1C(=O)N1CCN(Cc2ccccc2)CC1,3,-8,2,·,0,i,-1.1,-4,-4,2
NNC(=O)c1cccn(Cc2ccc(Cl)cc2Cl)c1=O,·,3,11,-2.3,-6,-0.7,-0.7,6,4,4
CC(=O)Nc1ccc(S(=O)(=O)Oc2ccccc2N2C(=O)C3C4CCC(C4)C3C2=O)cc1 (stereo unspecified),21,1,-4,0.2,-18,-0.4,-0.1,0,5,7
Cn1ncc(Br)c1C(=O)OCC(=O)Nc1nc(-c2ccccc2)cs1,3,-6,-2,·,-4,i,-0.5,-2,0,1
O=C(NCCCc1ccccc1)c1cccc(NC(=O)c2ccccc2)c1,·,-4,1,0.0,-8,i,2.9,·,·,18
CCN(CC)CCn1c2c(c(SCC(=O)Nc3cc(C)on3)nc1=O)CCCC2,·,0,2,0.3,1,2.8,-0.2,-2,·,2
O=C(Nc1cccc(Cl)c1)c1cc(F)cc2c1OCOC2,27,-4,5,-1.0,4,-0.7,0.3,4,2,-2
CCOc1ccc(N2C(=O)CC(N(CCc3ccc(OC)c(OC)c3)C(=S)Nc3ccccc3)C2=O)cc1 (stereo unspecified),3,-2,-2,1.0,4,i,-1.1,-13,2,19
Cc1ccc2c(Cl)c(C(=O)Nc3cc(C)on3)sc2c1,-5,-22,-16,·,7,-0.4,2.1,-8,5,11
CCOC(=O)/C=C/[C@H]1CC(c2ccccc2)(c2ccccc2)CO1,·,-20,3,-0.1,0,-1.1,0.5,-9,·,50
COc1ccc(-c2cc(C(=O)Nc3nc4c(C)cccc4s3)c3ccccc3n2)cc1OC,-1,-2,0,·,-10,1.0,-0.2,-8,-8,14
O=C(CCn1nc(-c2ccc(Cl)cc2)c2ccccc2c1=O)NCCN1CCOCC1,6,1,-4,·,-8,-1.6,-1.6,-16,4,25

The listing continues:
Molecule,VHR inh abs,PriA SSB inh,Anthrax LF inh2,TcdB inh,MazEF act,BH1578 lux ind,PfHsp40 yeast,Rv3671c inh,SARS 3CLpro inh,Yp Topo-I inh
O=C(Nc1ccc(Oc2ncnc3cc(Cl)ccc23)nc1)c1ccc(F)cc1,9,-7,·,·,-15,·,·,3,0,·
CCN(C(=O)Cc1c(C(=O)O)n(C)c2ccccc12)c1cccc(C)c1,13,-8,-11,0.2,9,-0.5,2.4,5,2,1
C/C(Cn1nnc2ccccc21)=N\OC(=O)c1cc(F)c(F)cc1Cl,23,·,-2,0.1,6,2.1,0.4,-25,4,5
Nc1c(C(=O)N/N=C/c2ccc(Cl)cc2)cnn1-c1ccccc1,23,i,0,0.8,-7,0.3,-1.0,-17,3,5
CCc1cccc2sc(N(CCCN3CCOCC3)C(=O)CS(=O)(=O)c3ccccc3)nc12,·,17,·,1.9,-1,i,0.7,2,·,9
CCc1ccccc1NC(=O)CCOc1ccccc1,20,-11,4,·,1,-1.2,-1.1,1,-4,3
COc1ccc(-c2nnc3sc(-c4ccco4)nn23)cc1OC,22,-14,-6,·,25,-0.3,0.2,-10,-6,2
COc1ccccc1OCC(=O)N1CCN(S(=O)(=O)c2ccc(Cl)cc2)CC1,·,3,-1,2.9,5,-14,0.2,·,·,-2
COc1cc(CNCCCO)ccc1OCC(=O)NC(C)(C)C,17,-3,0,1.5,3,-0.1,-1.2,-3,4,-3
CCC(NC(=O)Cc1c(C)c2ccc(OC)c(C)c2oc1=O)C(=O)NC(Cc1ccc(Cl)cc1)C(=O)O (stereo unspecified),-4,0,12,-2.8,4,-0.7,0.1,-7,-1,3
COc1ccc(CCNC(=O)COC(=O)COc2ccc(C#N)cc2)cc1,-19,-15,4,2.4,-5,i,-0.7,-6,0,-4
CCN(CC)CCCN(C(C)=O)c1nc(-c2cc(OC)ccc2OC)cs1,3,-6,7,·,18,-0.3,18,10,-3,13

(list continues)
Molecule,VHR inh abs,PriA SSB inh,Anthrax LF inh2,TcdB inh,MazEF act,BH1578 lux ind,PfHsp40 yeast,Rv3671c inh,SARS 3CLpro inh,Yp Topo-I inh
O=C(c1csc2ccccc12)N1CCN(c2ccc(Cl)c(Cl)c2)CC1,11,-6,-1,·,3,-0.3,-0.2,-3,3,27
Cc1nc(C)n(CC(C)C(=O)N2CCN(S(=O)(=O)c3ccccc3)CC2)n1 (stereo unspecified),2,-3,-2,-5.5,-6,-0.1,-1.0,-9,3,-4
CCc1ccc(-c2cn(C3CCCCC3)c(=S)[nH]2)cc1,22,18,-10,-0.5,5,-1.0,91*,-2,-1,19
CCNC(=O)C1CCN(S(=O)(=O)c2ccc(F)cc2)CC1,21,-3,0,·,1,i,-1.1,-4,-1,-1
C[C@]12C=CC(=O)C=C1CC[C@@H]1C2CC[C@]2(C)OC(=O)CCC12 (stereo partly specified),27,-2,4,0.6,0,i,0.7,-5,-10,-2
O=C(c1ccccc1S(=O)(=O)NCc1ccccc1)N1CCCCC1,29,-7,-12,0.0,8,-0.5,-0.8,3,·,-1
CC(C)CC1Nc2ncnc(N3CCN(c4ccccn4)CC3)c2N(Cc2ccccc2)C1=O (stereo unspecified),·,4,-10&-2,0.7&0.6,-5,-4.0,0.4,-1,·,30
CSCCC(NS(=O)(=O)c1ccc(Cl)cc1)C(=O)OCC(=O)N1CCOCC1 (stereo unspecified),·,-4,0,·,-1,0.4,-1.9,0,3,4
COc1ccc(C(=O)Nc2ccc3[nH]c(-c4cccc(OC)c4)cc(=O)c3c2)cc1,1,-12,-8,0.0,-10,-0.4,-1.3,-2,-1,2
